AmpC inh detg: blocks E. coli AmpC beta-lactamase in detergent assay; 370,000 compounds, 0.041% hits; Potency, µM (series often up to 114 µM), without a hit: at the highest dose activity change, negative = inhibition, hits mostly inhibitors; P00811; AmpC hydrolysis of nitrocefin, absorbance 480 nm, 0.01% Triton;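 further: potency means the concentration at half of the fitted maximal effect; 0% = no-compound wells and -100% = no-enzyme wells; nearly all actives have a fitted effect of over 25% in size; some results filed as inactive show a strong effect at the top dose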
Target sequence (P00811 whole entry, looked up): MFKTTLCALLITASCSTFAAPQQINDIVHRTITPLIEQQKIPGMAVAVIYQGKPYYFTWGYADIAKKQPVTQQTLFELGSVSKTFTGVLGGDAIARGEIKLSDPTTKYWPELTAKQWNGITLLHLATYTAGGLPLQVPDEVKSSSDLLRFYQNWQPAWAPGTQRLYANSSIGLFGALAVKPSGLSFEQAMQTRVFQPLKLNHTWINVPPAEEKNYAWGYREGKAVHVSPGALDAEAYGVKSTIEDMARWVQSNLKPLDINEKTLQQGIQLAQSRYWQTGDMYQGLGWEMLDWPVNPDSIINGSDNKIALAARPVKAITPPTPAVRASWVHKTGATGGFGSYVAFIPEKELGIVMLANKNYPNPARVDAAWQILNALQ
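20 mM phosphate pH 7.0 + 0.01% (detergent screen) or 0.0001% Triton X-100; 5.3 nM AmpC reagent; cpd preinc 15 min RT; nitrocefin (800 uM stock) to start; A480 q20 s × 4 min; Activity was normalised to no-enzyme and no-compound control wells.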
CHX counter: affects cycloheximide protein synthesis inhibition readout, counter-screen. max response, %. 300,000 compounds, 12% hits. cell reporter, cycloheximide protein synthesis inhibition counterscreen; in the data active means max response mostly above about 13%, no sharp cut-off; inactive means mostly below about 14%; further: read at 38.3 µM for the half of the compounds with a filed dose; 0% is about no effect
Giardia FBPA inh: Giardia lamblia aldolase inhibition; A8B2U2; purified Giardia FBPA; Potency, µM (titrated, usually from 59.6 µM), for inactives: at the highest dose activity, negative = inhibition, usual class: inhibitors; 290,000 compounds, 0.71% hits; further: potency means the concentration at half of the fitted maximal effect; on the % scale 0 is the no-effect control and ±100 the full control effect; nearly all actives have a fitted effect of over 55% in size
Target sequence (A8B2U2 whole entry, looked up): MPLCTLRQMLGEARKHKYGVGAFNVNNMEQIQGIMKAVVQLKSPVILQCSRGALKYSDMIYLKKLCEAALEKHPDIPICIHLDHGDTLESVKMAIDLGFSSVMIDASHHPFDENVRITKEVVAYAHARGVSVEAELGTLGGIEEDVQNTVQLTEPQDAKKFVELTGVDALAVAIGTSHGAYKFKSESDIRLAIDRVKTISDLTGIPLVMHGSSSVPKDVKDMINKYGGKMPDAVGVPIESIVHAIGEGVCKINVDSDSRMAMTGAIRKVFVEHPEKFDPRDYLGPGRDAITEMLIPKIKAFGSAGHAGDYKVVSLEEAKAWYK
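Giardia FBPA (40 nM reagent) was preincubated 10 min at RT with compound (up to 57.5 uM final), then substrate plus GAPDH/TPI/NAD/arsenate coupling system with diaphorase/resazurin was added; resorufin fluorescence (525/598 nm) was read after 20 min.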
AMA1-RON2 inh: inhibitors of Plasmodium falciparum AMA1-RON2 interaction; AlphaScreen AMA1-biotinylated RON2 peptide binding; Potency, µM (top dose mostly 58.2 µM), inactives show at the highest dose activity change, negative = inhibition, actives largely listed as inhibitors; 360,000 compounds, 0.2% hits; AID 720542;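 further: potency means the concentration at half of the fitted maximal effect; 0% = vehicle wells and -100% = peptide control; nearly all actives have a fitted effect of over 45% in size; some results filed as inactive show a strong effect at the top dose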
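AMA1 (3D7) with his tag at 25 nM final met compounds first, then biotinylated RON2 peptide at 25 nM; detection used donor plus acceptor beads, 10 µg/mL apiece, read by AlphaScreen after 30 min at room temperature.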
HCMV inh: human cytomegalovirus inhibition. HFF cells, HCMV-luciferase reporter, 72 h; active compounds read low. activity change, negative = inhibition, % at 57.5 µM. 410,000 compounds, 4.5% hits. AID 1259415; in the data active means activity change below about -60%; inconclusive means no clear call, values can overlap the other calls; inactive means above about -39%; further: on the % scale 0 is the no-effect control and ±100 the full control effect
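Compounds were evaluated in HFFs infected with an HCMV luciferase reporter virus (MOI 1 PFU/cell). Luciferase in lysates collected 72 h post infection served as the replication measure.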
AmpC no deterg: AmpC beta-lactamase inhibition without detergent | P00811 | AmpC nitrocefin hydrolysis, absorbance 480 nm, 0.0001% Triton | Potency, µM (series often up to 57.1 µM), for inactives: at the highest dose activity change, negative = inhibition, hits mostly inhibitors | 330,000 compounds, 0.52% hits;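 further: potency means the concentration at half of the fitted maximal effect; plate controls were no compound for no effect and no enzyme for full effect; nearly all actives have a fitted effect of over 20% in size; some results filed as inactive show a strong effect at the top dose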
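AmpC (5.3 nM in the dispensed reagent) in 20 mM phosphate pH 7.0 with 0.01% (detergent screen) or 0.0001% Triton X-100 was preincubated with compounds for 15 min at room temperature. Nitrocefin was then added from an 800 uM solution, and hydrolysis was followed at 480 nm.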
Shiga inhibitor: Shiga toxin inhibition; inhibition, % at 38.7 µM; 290,000 compounds, 9.2% hits; Vero cells, Shiga toxin protein synthesis inhibition reporter; in the data active means inhibition mostly above about 28%, no sharp cut-off; inactive means mostly below about 43%; further: 0% is about no effect
Numbers without * were called inactive; i = inactive; ? = inconclusive; · = no result given; & = joins results of further samples; [ ] = remark or other dose. Unless noted, the call rests on the fitted dose curve; in most records, active means well fitted curve in the direction sought with a large enough effect; inconclusive means small, poorly fitted or top-dose-only effect, or another doubt; inactive means no such curve, though single readings can be large; an effect the other way counts as inactive or inconclusive.

SMILES	AmpC inh detg	CHX counter	Giardia FBPA inh	AMA1-RON2 inh	HCMV inh	AmpC no deterg	Shiga inhibitor
C/C(=N\NC(=O)c1ccccc1C)c1ccc(NC(=O)c2cccs2)cc1	-15%	46*	0%	4%	6	-27%	114*
Cc1ccc(C(=O)Nc2ccc(N3CCN(C)CC3)cc2)cc1	?	34*	4%	2%	107	-22%	56*
CCN(CC)S(=O)(=O)c1ccc(Cl)c(C(=O)OCC(=O)c2c(N)n(C)c(=O)n(C)c2=O)c1	-2%	-2	-2%	-1%	11	72%[activator]	-5
O=C(CCN1CCc2ccccc2C1)Nc1ccc2c(c1)OCO2	1%	-2	?	-5%	-9	0%	0
Cn1ncc(Cl)c(Oc2ccccc2)c1=O	-1%	11	4%	6%	38	-4%	-11
Cc1ccc(CC(=O)OC(C)C(=O)NC2CCCCC2C)cc1C (stereo unspecified)	-10%	·	·	7%	?	84%[activator]	·
COc1ccc(OC)c(NC(=O)CS(=O)(=O)Cc2ccccc2)c1	-10%	-1	2%	-6%	-38	-15%	-3
O=C(CN1C(=O)NC(CCc2ccccc2)C1=O)Nc1cccc(Br)c1 (stereo unspecified)	·	·	·	-8%	-2	-5%	·
COCCN1C2=C(C(=O)CC(C)(C)C2)C(c2ccc(O)c(OC)c2)C2=C1CC(C)(C)CC2=O	?	-2	10%	-1%	-31	-12%	39
CCOc1ccccc1NC(=O)c1cccc2ccccc12	?	2	18%	3%	-32	-37%	·
CS(=O)(=O)N1CCN(C(=O)C2c3ccccc3Oc3ccccc32)CC1	2%	-1	4%	-8%	54	10%	15
COc1ccc(CCN(C)C(=O)CCc2nnc(-c3ccccc3)o2)cc1OC	-1%	59*	3%	0%	92	17%	65*
CCOC(=O)CNC(=O)CSc1ccc2nnc(-c3cccnc3)n2n1	-1%	-3	2%	-1%	50	-3%	-9
CC1=C(C(=O)OC(C)C)C(c2ccccn2)n2ncnc2N1 (stereo unspecified)	?	-3	5%	14%	24	-3%	2
Cc1ccc2nc(-c3ccc4c(c3)NC(=O)CO4)cn2c1	-1%	42*	?	-5%	83	-24%	72*
CCOC(=O)c1ccc(NC(=S)N2CCN(S(C)(=O)=O)CC2)cc1	4%	-2	-2%	-4%	26	-11%	-3
Cc1ccc(NC(=O)CN2CCN(S(=O)(=O)c3ccc(F)cc3)CC2)cc1C	-1%	·	·	-10%	-25	45%	·
CCOc1cccc(CNc2ccc(O)cc2)c1OCc1ccccc1Cl	-14%&-9%	1	2%	-8%	?	-54%	13
Cc1ccc(S(=O)(=O)Cn2nnnc2C(c2ccccc2)N2CCN(c3ncccn3)CC2)cc1 (stereo unspecified)	-9%	-3	8%	-26%	1	49%	-5
Cc1ccc(NC(=O)CN2C(=O)S/C(=C/c3ccc(-c4cccc(C(=O)O)c4)o3)C2=O)cc1	-2%	3	-14%	-3%	32	-51%	18
CCCC(=O)NC(Nc1ccccc1OC)C(Cl)(Cl)Cl (stereo unspecified)	-11%	12	-1%	-4%	?	-11%	2
CC1CN(C2=CC(=O)CCC2)CC(C)O1 (stereo unspecified)	2%	-1	10%	10%	-12	-11%[11.4 µM]	3
Cc1ccc(N2C(=O)CSC2c2ccc3c(c2)OCO3)cc1 (stereo unspecified)	0%	-2	4%	7%	3	-30%	-19
O=C(CNC(=O)c1ccco1)OCC(=O)c1cccc2ccccc12	0%	-1	-4%	7%	-12	·	11
CCOC(=O)c1cnc2c(CC)cccc2c1NCCCN1CCOCC1	5%	3	-3%	18%	0	111%[activator]	10
C[C@]1(O)CCC2C3CC[C@H]4C[C@@H](OC(=O)CNC(=O)CN)CC[C@]4(C)C3CC[C@@]21C (stereo partly specified)	·	·	·	9%	-15	-4%	·
CCCCN1C(=O)/C(=C\c2ccco2)C(=O)N(CCc2ccccc2)C1=O	-14%	1	1%	-19%	27	-60%	-11
CCN(CC)C(=O)c1ccc(NC(=O)c2cccc(F)c2)cc1	0%	35*	3%	-8%	36	-7%	72
CCOC(=O)c1cc(-c2ccccc2)sc1NC(=S)Nc1cccc(C)n1	-12%	-5	13%	-5%	?	-9%	30
Nc1ccc(Cl)c[n+]1Cc1cccc2cccnc12	1%	-5	0%	-7%	64	-12%	-2
Cc1ccc(C(=O)NC2CCC(C)CC2)o1 (stereo unspecified)	1%	·	·	-6%	22	-12%	·
O=C(CC(c1ccco1)C1CCCCC1=O)c1ccccc1 (stereo unspecified)	0%	12	7%	-2%	-23	-42%	-6
Cc1oc2cc(OC(=O)c3ccco3)ccc2c(=O)c1-c1nc2ccccc2n1C	-9%	-2	3%	-4%	-40	-21%	-13
Cc1cc(C)cc(NC(=O)c2ccc(N3C(=O)C4CCCCC4C3=O)cc2)c1 (stereo unspecified)	-2%	6	12%	-1%	-11	26%	3
CCC1Nc2ncnc(N3CCCCC3)c2N(Cc2ccc(C)cc2)C1=O (stereo unspecified)	·	·	·	-5%&1%	-14&1	34%	·
O=[N+]([O-])c1ccccc1/C=C/C=N/Nc1nc(N2CCCCC2)nc(N2CCCCC2)n1	-6%	-3	-2%	-2%	?	-16%	20
COC(=O)c1ccc(NC(=S)NNC(=O)c2ccccc2)cc1	-9%	26*	25%	97%[activator]	-29	-31%	42
CCCN1CCN(C(=O)c2c(Cl)cnn2C)CC1	2%	-3	·	5%	-7	-4%	12
Cc1ccccc1C(=O)N1CCC(C(=O)NN2C(=O)NC3(CCCCC3)C2=O)CC1	-6%	·	·	13%	-23	-19%	·
CC1(C)CCSC(/C=C/c2ccccc2)=N1	-11%	33*	-2%	-4%	-97*	-1%	52*
O=C(O)Cc1ccc(NC(=O)c2cccc(NC(=O)c3ccco3)c2)cc1	-1%	9	7%	7%	-9	-18%	13
S=C(NCCc1c[nH]c2ccccc12)NC1CC1	-2%	1	-3%	-4%	17	-22%	16
CC1CN(Cc2nc3c(c(=O)n(C)c(=O)n3C)n2CCN2CCOCC2)CC(C)O1 (stereo unspecified)	?	6	5%	16%	39	3%	45
Cc1ccc(-c2cn(-c3ccc(OC(F)F)cc3)c3[n+]2CCCCC3)cc1	-9%	7	-3%	-2%	-89*	15%	-6
Cc1ccc(-c2nc3ncccn3c2Nc2ccc3c(c2)OCCO3)o1	0%	27*	7%	27%	22	-16%	70*
O=C(NCCO)C(=O)c1c(-c2ccccc2)cc2ccccn12	2%	6	2%	13%	110	-18%	-16
CCN(CC)S(=O)(=O)c1cnccc1N1CCN(c2cccc(Cl)c2)CC1	-3%	-4	-1%	-1%[11.6 µM]	-29	175%[activator]	-13
COc1ccc(C2=NOC(Cn3nc(C(=O)O)cc3-c3ccccc3)C2)cc1 (stereo unspecified)	-14%	-2	-1%	-8%	-30	-22%	8
O=C1c2cccnc2C(=O)N1C1CCCCC1	-2%	-5	4%	-4%	-6	-15%	-12
Cc1cccc(C)c1NC1=NC(=S)N(c2ccc(N(C)C)cc2)C1(C)C	-8%	-3	-8%	19%	20	-10%	-19
CS(=O)(=O)N(CC(=O)N1CCc2ccccc2C1)c1cccc([N+](=O)[O-])c1	-10%	-1	3%	-3%	13	-3%	-10
Cn1c(=O)oc2cc(S(=O)(=O)NCCC(=O)NCc3ccc(F)cc3)ccc21	-1%&7%	-9	·	7%	0&-3	113%[activator]	19
CCCCOC(=O)c1ccc(NC(=O)COC(=O)c2ccc3ncsc3c2)cc1	-5%	·	·	-3%	55	-25%	·
Cc1cnc(SCc2ccc(Cl)cc2Cl)[nH]c1=O	-10%	-3	15%	-3%	42	-21%	-9
COc1cc(C(=O)NNC(=O)CNC(=O)c2ccc(Br)o2)cc(OC)c1OC	2%	-6	·	-7%	11	-11%	-4
COc1cccc(-c2nc(CS(=O)(=O)CC(=O)NCCc3ccc(OC)cc3OC)c(C)o2)c1	-6%&18%	-3	2%	-8%	-26&-18	84%[activator]	-2
Cc1ccnc(SCC(=O)Nc2cccc(S(=O)(=O)N3CCOCC3)c2)n1	·	·	·	5%	-25	-19%	·
OC(c1ccccn1)C1CCN(Cc2nc(C(c3ccccc3)c3ccccc3)no2)CC1 (stereo unspecified)	4%	-3	-3%	0%	-35	225%[activator]	-28
Cc1ccc(NS(=O)(=O)c2ccc(OCC(=O)NCC3CCCO3)cc2)cc1 (stereo unspecified)	10%	-3	4%	-3%	-19	9%	34
COc1ccc(-c2cccc(-c3cc(=O)oc4ccc(C(C)(C)C)cc34)c2)cc1	·	8	-4%[89.2 µM]	2%	-2	-29%	i

(further entries)
SMILES	AmpC inh detg	CHX counter	Giardia FBPA inh	AMA1-RON2 inh	HCMV inh	AmpC no deterg	Shiga inhibitor
COc1ccc(Cn2c(-c3ccco3)nc3oc4cc(OC)ccc4c(=O)c3c2=O)cc1	-14%	15	-2%	-25%	-2	-33%	26
Cc1cc(C)nc(NC(=O)Cc2cccs2)n1	0%	1	4%	3%	7	-15%	31
COc1ccc([N+](=O)[O-])cc1N(CC(O)CN(CC(C)C)CC(C)C)S(=O)(=O)c1ccccc1 (stereo unspecified)	2%	-3	-15%	-1%	76	12%	11
C=CCNc1oc(-c2ccc(OC)cc2)nc1C#N	2%	43*	1%	-1%	11	-8%	78*
CCN1CCN(C(=O)c2ccc3c(c2)N(Cc2ccc(C)cc2)CCS3)CC1	-9%	-4	-5%	-18%	-85*	124%[activator]	-4
CC1CCCc2sc3ncn(N)c(=N)c3c21 (stereo unspecified)	-6%	-2	8%	22%	-63*	-37%	-16
CCCn1c(SCC(=O)Nc2ccccc2Oc2ccccc2)n[nH]c1=O	4%	5	-4%	-5%	-26	2%	20
CCOC(=O)Cc1csc(NC(=O)CSc2nnc(C(C)C)n2CC)n1	?	-1	2%	13%	20	-4%	-4
O=C(NCCNC(=O)c1ccccc1F)c1ccccn1	0%	-3	-6%	8%	8	-11%	3
O=C(Nc1ccccc1Cl)C1CC(=O)N(Cc2ccco2)C1 (stereo unspecified)	?	·	·	-2%	9	-7%	·
Cc1ccc(S(=O)(=O)Nc2c(C(=O)O)[nH]c3ccccc23)cc1C	?	-4	8%	-15%	78	-27%	-4

Record cards, as listed above. Order of screens: AmpC inh detg	CHX counter	Giardia FBPA inh	AMA1-RON2 inh	HCMV inh	AmpC no deterg	Shiga inhibitor
`Cn1c(=O)oc2cc(S(=O)(=O)NCCC(=O)NCc3ccc(F)cc3)ccc21` across the screens: -1%&7%	-9	·	7%	0&-3	113%[activator]	19
`CCOC(=O)Cc1csc(NC(=O)CSc2nnc(C(C)C)n2CC)n1` across the screens: ?	-1	2%	13%	20	-4%	-4
`CCC1Nc2ncnc(N3CCCCC3)c2N(Cc2ccc(C)cc2)C1=O` (stereo unspecified) across the screens: ·	·	·	-5%&1%	-14&1	34%	·
`Cc1ccc(S(=O)(=O)Cn2nnnc2C(c2ccccc2)N2CCN(c3ncccn3)CC2)cc1` (stereo unspecified) across the screens: -9%	-3	8%	-26%	1	49%	-5
`C[C@]1(O)CCC2C3CC[C@H]4C[C@@H](OC(=O)CNC(=O)CN)CC[C@]4(C)C3CC[C@@]21C` (stereo partly specified) across the screens: ·	·	·	9%	-15	-4%	·
